# ALOX15 inhib – blocks human 15-lipoxygenase activity; AID 887; purified 15hLO-1, xylenol orange hydroperoxide absorbance; 74,000 tested, 1.4% active; P16050; Potency, µM (doses to about 57.1 µM), inactives show at the top dose activity change, negative = inhibition, usual class: inhibitors; also: potency is read from the fitted curve at half-maximal effect; % is scaled to controls: 0 for no effect and ±100 for the full control effect; nearly all actives have a fitted effect of over 55% in size
#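 Compounds were preincubated 15 min at room temperature with 40 nM purified human enzyme (25 mM Hepes pH 7.5, 0.01% Triton X-100); 50 uM arachidonic acid reacted 6 min. Fe-xylenol orange detection, 30 min, absorbance ratio 573/405 nm.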
# DNA Pol III inh – blocks replication by bacterial DNA polymerase III holoenzyme. 71,000 tested, 0.25% active. Potency, µM (doses to about 57.1 µM), for inactives: top-dose activity change, negative = inhibition. reconstituted DNA polymerase III holoenzyme replication, biochemical; also: potency is read from the fitted curve at half-maximal effect; % is scaled to controls: 0 for no effect and ±100 for the full control effect
#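 Reconstituted *E. coli* holoenzyme (0.35 nM Pol III, 1 nM beta, 154 nM SSB, 2 nM primase) was preincubated with compound for 15 min at RT. Synthesis on 1.4 nM ssM13Gori ran 35 min, then was stopped with PicoGreen/EDTA and read as dsDNA fluorescence.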
# Ub-GFP proteasome – proteasome inhibitors stabilizing ubiquitin-GFP reporter; Ubiquitin-GFP reporter cells, proteasome inhibition, GFP fluorescence; response scale: untreated = 0%, 10 µM MG-132 = 100%; Potency, µM (doses to about 45.9 µM), without a hit: at the top dose activation (GFP accumulation), hits mostly activators; 67,000 tested, under 10 active; active = well fitted activation curve with a large enough effect, not every such curve was filed as active; inconclusive = small, poorly fitted or top-dose-only effect, or another doubt; inactive = no such curve, though single readings can be large or run the other way; also: potency is read from the fitted curve at half-maximal effect
#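 Proteasome block read as GFP accumulation: ubiquitin(G76V)-GFP U2OS cells exposed to compound (2.9 nM–46 uM) for 4 hr at 37 C. Normalization used untreated cells as 0% and 10 uM MG-132 as 100%; concentration-response curves fitted.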
# BRCT inh red – disrupts BRCA1 BRCT binding to phosphoprotein, red fluorophore readout; BRCT-phosphopeptide binding, red fluorescence polarization; P38398; 75,000 tested, 0.03% active; Potency, µM (titrated, usually from 76.9 µM), without a hit: top-dose activity change, negative = inhibition, usual class: inhibitors; also: % is scaled to controls: 0 for no effect and ±100 for the full control effect
# Target sequence (P38398 whole entry, looked up): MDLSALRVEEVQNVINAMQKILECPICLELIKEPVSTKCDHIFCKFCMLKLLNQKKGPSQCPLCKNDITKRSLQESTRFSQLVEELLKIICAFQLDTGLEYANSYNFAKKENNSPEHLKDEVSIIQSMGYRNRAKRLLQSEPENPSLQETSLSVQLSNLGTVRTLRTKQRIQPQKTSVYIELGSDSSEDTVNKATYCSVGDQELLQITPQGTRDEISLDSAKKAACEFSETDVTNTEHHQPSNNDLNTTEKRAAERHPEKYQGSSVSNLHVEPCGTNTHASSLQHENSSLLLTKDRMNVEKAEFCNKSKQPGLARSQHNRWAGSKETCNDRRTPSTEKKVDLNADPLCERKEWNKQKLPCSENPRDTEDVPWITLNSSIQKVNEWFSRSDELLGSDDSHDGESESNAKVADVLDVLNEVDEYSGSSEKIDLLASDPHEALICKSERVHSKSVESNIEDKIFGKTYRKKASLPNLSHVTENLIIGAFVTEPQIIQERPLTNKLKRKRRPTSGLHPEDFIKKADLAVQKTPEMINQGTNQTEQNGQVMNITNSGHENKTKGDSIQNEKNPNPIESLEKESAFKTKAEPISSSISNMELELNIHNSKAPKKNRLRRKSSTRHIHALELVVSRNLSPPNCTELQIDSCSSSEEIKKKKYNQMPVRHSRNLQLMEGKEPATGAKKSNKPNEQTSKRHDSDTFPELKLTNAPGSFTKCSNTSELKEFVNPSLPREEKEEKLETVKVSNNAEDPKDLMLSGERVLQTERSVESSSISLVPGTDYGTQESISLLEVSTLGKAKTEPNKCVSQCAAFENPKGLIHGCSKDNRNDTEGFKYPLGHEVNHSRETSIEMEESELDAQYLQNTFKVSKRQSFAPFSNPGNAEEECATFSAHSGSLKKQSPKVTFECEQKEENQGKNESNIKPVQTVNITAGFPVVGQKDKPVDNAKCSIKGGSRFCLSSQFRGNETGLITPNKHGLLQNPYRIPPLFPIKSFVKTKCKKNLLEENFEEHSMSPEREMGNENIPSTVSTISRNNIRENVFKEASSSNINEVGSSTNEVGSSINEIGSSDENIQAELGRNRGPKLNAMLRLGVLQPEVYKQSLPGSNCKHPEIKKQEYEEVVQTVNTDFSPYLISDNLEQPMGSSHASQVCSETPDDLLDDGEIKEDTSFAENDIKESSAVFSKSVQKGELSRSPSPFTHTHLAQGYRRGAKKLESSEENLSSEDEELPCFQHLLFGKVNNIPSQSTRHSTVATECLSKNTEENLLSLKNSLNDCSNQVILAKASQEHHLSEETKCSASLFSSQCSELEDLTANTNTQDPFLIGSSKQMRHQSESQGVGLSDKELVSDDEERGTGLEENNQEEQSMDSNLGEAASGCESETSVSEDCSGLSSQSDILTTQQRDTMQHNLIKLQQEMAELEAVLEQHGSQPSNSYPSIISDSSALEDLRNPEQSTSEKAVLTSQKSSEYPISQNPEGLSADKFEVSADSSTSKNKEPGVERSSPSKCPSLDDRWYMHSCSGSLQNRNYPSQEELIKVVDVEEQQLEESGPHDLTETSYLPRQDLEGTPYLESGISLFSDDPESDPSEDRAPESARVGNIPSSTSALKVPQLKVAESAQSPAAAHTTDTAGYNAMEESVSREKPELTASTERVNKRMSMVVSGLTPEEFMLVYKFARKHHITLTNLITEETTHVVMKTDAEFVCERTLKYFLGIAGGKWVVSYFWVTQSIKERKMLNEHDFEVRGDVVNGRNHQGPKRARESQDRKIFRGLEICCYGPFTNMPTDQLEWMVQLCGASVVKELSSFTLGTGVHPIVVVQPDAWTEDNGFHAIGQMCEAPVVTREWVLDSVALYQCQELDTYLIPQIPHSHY
#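 Fluorescence polarization: 100 nM His-tagged BRCA1 BRCT with 100 nM TAMRA-labelled phospho-BACH1 decapeptide, phosphate buffer pH 7.3 with 150 mM NaCl, DTT, 0.01% Tween 20; 12 min RT. Binding inhibition seen as FP decrease.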
# HADH2 inh – blocks human hydroxyacyl-CoA dehydrogenase type II. Q99714. recombinant HADH2, NADH fluorescence, beta-hydroxybutyryl-CoA. Potency, µM (titrated, usually from 57.1 µM), for the others: at the top dose activity change, negative = inhibition, most hits filed as inhibitors. 73,000 tested, 3.4% active; also: potency is read from the fitted curve at half-maximal effect; % is scaled to controls: 0 for no effect and ±100 for the full control effect; nearly all actives have a fitted effect of over 60% in size; many of its hits are not listed in these tables
#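 Read-out: 360 nm excitation, 450 nm emission, kinetic over 4 min. Conditions: His-tagged human HADH2 20 nM, pH 9.0 Tris with Tween-20, 1 mM NAD+, 90 uM beta-hydroxybutyryl-CoA.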
# CRE-bla Fsk – alters forskolin-stimulated CRE reporter signaling in CHO cells | Potency, µM (top dose mostly 38.2 µM), for the others: at the top dose activity change, negative = inhibition, hits mostly activators | CHO CRE-bla reporter (cAMP response element driving beta-lactamase), forskolin EC10, beta-lactamase ratio | 71,000 tested, 2.5% active; active = well fitted activation curve with a large enough effect in the signal ratio, with a control signal flat, not every such curve was filed as active; inconclusive = small, poorly fitted or top-dose-only effect, or effect the other way, or a change in a side signal; the % refers to the signal ratio; also: potency is read from the fitted curve at half-maximal effect; % of control where 0% means no effect
#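 CRE-bla CHO cells stimulated with EC10 NKH 477 (water-soluble forskolin) and compound titrations, 3 h at 37C; beta-lactamase read with CCF4 after 2 h at room temperature. Activity from 460/530 nm emission ratio, AC50 values for positive or negative modulation.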
# Epigenetic mod – epigenetic modulators derepressing GFP locus in mouse cells. Potency, µM (top dose mostly 46.1 µM), for the others: at the highest dose GFP derepression (activation). AID 597. mouse C127i GFP locus derepression, cytometry, 30 h. 68,000 tested, 0.09% active; also: % of control where 0% means no effect
#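 Read-out is the number of GFP-positive cells, scored as fluorescent objects 20 to 120 um wide, reflecting derepression of a silenced CMV-GFP reporter in murine C127i cells after 30 h compound exposure at 37 C.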
# HBB splice mod – hemoglobin beta splicing modulation | Potency, µM (series often up to 46.1 µM), inactives show top-dose activation, actives largely listed as activators | HBB splicing reporter cell assay, activation; EGFP reporter with mutant IVS2-654 intron; response scale: normalised to 500 nM splice-correcting PNA | 65,000 tested, 0.06% active | AID 925; also: potency is read from the fitted curve at half-maximal effect; 0% is about no effect
#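 Compounds were applied for 2 days to HeLa EGFP-654 cells, 500/well in Optimem with 2% FCS. The reporter's EGFP is disrupted by mis-splicing of beta-globin intron IVS2-654. Readout: summed well GFP fluorescence from 488 nm laser scanning; reference was 500 nM antisense […] 654 PNA.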
# BRCT PPI green – BRCA1 BRCT-phosphoprotein interaction inhibition | 75,000 tested, 0.05% active | P38398 | Potency, µM (highest dose often 76.9 µM), inactives show at the highest dose activity change, negative = inhibition, usual class: inhibitors | BRCA1 BRCT-phosphopeptide binding, green fluorescence polarization;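 also: potency is read from the fitted curve at half-maximal effect; plate controls were peptide without protein for full effect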
#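 Compounds were incubated for 12 min at room temperature with a complex of 100 nM fluorescein-tagged pBACH1 decapeptide and 250 nM His-tagged BRCT protein. Buffer was phosphate pH 7.3 with EDTA, DTT and Tween 20. Disruption of binding lowers the polarization signal.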
# USP2a inh – inhibitors of human ubiquitin-specific protease USP2a; O75604; USP2a enzymatic assay, qHTS inhibition; Potency, µM (top dose mostly 38.3 µM), for inactives: top-dose activity change, negative = inhibition, hits mostly inhibitors; 60,000 tested, 0.1% active; AID 927;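 also: potency is read from the fitted curve at half-maximal effect; nearly all actives have a fitted effect of over 60% in size; plate controls were DMSO for no effect and NEM full inhibition control for full effect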
#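 20 nM USP2 core + cpd, 30 min RT; add 20 nM Ub-PLA2/20 uM NBD C6-HPC; read Ex460/Em535 at 0 h and 2.5 h. Normalized to NEM; qHTS curve fit/classification.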
# Hsp90 Hop PPI – changes Hsp90-Hop TPR2A binding signal, up or down. AlphaScreen TPR2A-His6 binding biotin-Hsp90 C-terminal peptide. Potency, µM (top dose mostly 57 µM), without a hit: top-dose activity change, negative = inhibition. 71,000 tested, 0.44% active. AID 595; active = well fitted curve in either direction with a large enough effect; inconclusive = small, poorly fitted or top-dose-only effect, or another doubt; also: potency is read from the fitted curve at half-maximal effect; % is scaled to controls: 0 for no effect and ±100 for the full control effect; many of its hits are not listed in these tables
# The depositor's hits bear a star; ? = inconclusive; / = not tested or not shown; [ ] = remark or other dose. Unless noted, calls follow the shape of the dose curve; as a rule, active = well fitted curve in the direction sought with a large enough effect; inconclusive = small, poorly fitted or top-dose-only effect, or another doubt; inactive = no such curve, though single readings can be large; an effect the other way counts as inactive or inconclusive. An excerpt; rates above refer to the full screens.
# Every second line gives: ALOX15 inhib	DNA Pol III inh	Ub-GFP proteasome	BRCT inh red	HADH2 inh	CRE-bla Fsk	Epigenetic mod	HBB splice mod	BRCT PPI green	USP2a inh	Hsp90 Hop PPI
CC1(C)Cc2c(C#N)c(OCC(=O)c3ccc(Cl)cc3)nc(-c3ccco3)c2CO1
→ -9.7%	0.3%	-0.7%	-1.0%	-10.7%	14.9%	-3.2%	-1.3%	-1.0%	19.5%	0.2%
CCN(CC)CC(=O)c1c[nH]c2ccc(C)cc12
→ -17.3%	-16.6%	/	0.8%	-16.3%	?	-2.1%	1.9%[0.369 µM]	-1.0%	3.8%	-0.7%
CCOC(=O)N1CCN(C(=O)CN(c2ccc(C)cc2)S(=O)(=O)c2c(C)noc2C)CC1
→ 10.6%	-0.3%	-5.6%	0.5%	8.9%	-2.8%	3.6%	-0.8%	-4.7%	-2.1%	-0.1%
O=C(COc1ccccc1Br)NCc1ccco1
→ -16.2%	-2.2%	-12.9%	0.1%	-10.5%	-2.2%	0.0%	1.9%	2.3%	45.2%[activator]	?
COc1cc(C)c(C(C)C)cc1S(=O)(=O)N1CCOCC1
→ 1.0%	2.8%	2.1%	-1.8%	4.8%	1.5%	6.2%	-0.7%	-1.2%	4.4%	4.6%
CCOC(=O)c1nc(S(C)(=O)=O)ncc1N1CCOCC1
→ 11.1%	-3.3%	1.3%	1.5%	12.5%	-0.7%	1.9%	0.4%[57.5 µM]	-0.5%	-1.8%	1.1%
Cc1ccc(CNC(=O)CSc2nc(C)cc(C)c2C#N)cc1
→ 4.0%	-2.1%	-2.6%	-0.2%	6.2%	-0.2%	-1.7%	/	-1.6%	1.5%	2.4%
COc1cc(C(=O)Nc2nc(OC)c(-c3ccccc3)c(OC)n2)cc(OC)c1OC
→ -9.1%	-0.3%	-1.8%	-0.1%	?	?	-2.2%	-1.8%[57.5 µM]	1.7%	39.4%[activator]	-4.5%
CC(C)CC(=O)Nc1ccc(OCC(=O)O)cc1
→ 1.9%	-3.5%	4.3%	0.1%	-2.8%	-2.8%	-1.8%	-1.0%	-0.4%	2.9%	-2.4%
Cc1ccccc1-c1nc(CS(=O)(=O)CC(=O)NCCCN2CCCC2)c(C)o1
→ -4.5%	2.0%	-5.5%	-0.5%	3.9%	-5.9%	3.4%	0.2%	-0.4%	/	-6.1%
O=C(C1CC1c1ccccc1)N1CCN(c2cccc(Cl)c2)CC1 (configuration not stated)
→ -22.1%	-2.5%	-4.5%	-0.3%	-25.2%	-1.8%	4.7%	3.6%	1.3%	6.7%	3.6%
COc1ccccc1-c1nccc(NC2CCNCC2)n1
→ 12.9%	-4.4%	-3.3%	0.4%	6.7%	-7.4%	-2.1%[9.22 µM]	-1.0%	-3.3%	10.4%	-4.0%
CO[C@@H]1COC(=O)[C@@H](CCSC)NC(=O)C/C=C\[C@@H](C)COC(=O)CCC[C@H]1C
→ 5.4%[11.4 µM]	/	/	1.8%[15.4 µM]	2.8%[11.4 µM]	/	/	-1.6%[9.22 µM]	-0.8%[15.4 µM]	/	/
O=C(O)c1ccc(-n2cccc2)cc1O
→ -17.7%	-1.6%	-1.1%	-2.8%	-14.7%	-11.8%	-1.3%	-0.4%[57.5 µM]	-2.7%	-1.5%	?
O=c1c(-c2ccc(Cl)cc2)nc2cncnc2n1Cc1ccccc1Cl
→ -7.0%	-11.3%	-0.9%	-2.0%	-0.1%	?	-2.7%[9.22 µM]	0.8%	5.9%	109.1%[activator]	-0.4%
CC(=O)N1CCN(CC(=O)Nc2c(Cl)cc(Cl)cc2Cl)CC1
→ 6.7%	-5.5%	-1.6%	-1.6%	3.6%	2.1%	-0.5%	-0.1%[57.5 µM]	-1.1%	-2.7%	-2.0%
CC1(C)CNC(=O)c2sc(N3CCCCC3)nc2C1
→ -6.1%	4.4%	-3.9%	-1.2%	-0.1%	-2.3%	2.3%	-2.0%	-1.3%	-0.3%	-1.9%
Cc1ncc(CO)c2cc(S(=O)(=O)c3ccc(F)cc3)c(=O)oc12
→ 5.5%	-3.3%	-6.9%	0.3%	1.5%	-5.8%	/	-0.7%	-1.2%	/	-3.4%[2.3 µM]
CCOC(=O)c1c(C)[nH]c(NC(=O)N2CCOCC2)c1C
→ -8.7%	-2.4%	25.5%	0.4%	0.4%	-6.6%	-2.6%	-0.3%	-0.3%	-2.6%	-1.5%
c1cc2c3c(c1)ccc1cccc(c13)C2
→ -10.4%	0.9%	/	0.6%	-5.6%	5.8%	/	1.2%	0.0%	/	3.7%
C1CSC2(N1)C1CC3CC(C1)CC2C3 (configuration not stated)
→ -1.6%	4.2%	-5.7%	-3.2%	10.8%	-4.9%	0.0%	-0.3%	-0.2%	8.6%	0.5%
CCCCCCNC(=O)c1c(N)n(/N=C/c2ccco2)c2nc3ccccc3nc12
→ -4.6%	0.8%	0.0%	1.2%	1.6%	?	2.2%	8.7%[0.369 µM]	1.2%	7.2%	-1.3%
CC(C)(C)c1cc(C(c2cccnc2)N2CCN(CCO)CC2)cc(C(C)(C)C)c1O (configuration not stated)
→ ?	-2.1%	-5.1%	-2.4%	6.2%	?	-1.4%	-2.3%	2.5%	0.3%	-6.3%
COc1ccc(S(=O)(=O)N2Cc3ccccc3CC2C(=O)Nc2nccs2)cc1OC (configuration not stated)
→ -4.8%	-2.3%	2.0%	-0.8%	-1.8%	-7.1%	3.2%	2.4%	-0.7%	42.1%[activator]	-5.0%
Nc1nc2ccc([N+](=O)[O-])cc2s1
→ -9.4%	-0.8%	/	-1.0%	-12.8%	?	/	-0.7%	-1.1%	/	-13.5%
CC12CC(c3ccccc3O1)C(C(=O)NCc1ccccc1)C(=O)N2 (configuration not stated)
→ 5.8%	-5.2%	0.3%	-0.2%	14.0%	-4.5%	-2.6%	/	-4.6%	1.9%	3.8%
CCc1ccc(Nc2nc(N)nc(CSc3nnnn3-c3ccccc3)n2)cc1
→ -8.4%	-3.0%	-2.6%	-0.7%	25.9%	?	4.3%	1.0%	-3.8%	-10.8%	-25.9%
Cc1nn(-c2ccccc2)c2c1C(c1c(C)[nH]c(C#N)c1C)C(C#N)=C(N)O2 (configuration not stated)
→ -2.2%	-6.2%	-2.8%	-1.2%	-8.7%	-5.1%	0.0%	-1.7%	-1.6%	2.7%	-3.1%
c1ccc(CSc2nnc(-c3cccs3)n2Cc2ccco2)cc1
→ -5.6%	0.6%	-0.7%	0.2%	5.0%	5.7%	2.2%	-4.9%[0.369 µM]	1.8%	27.1%	-1.9%
Cc1cc(C)c2cc(CN(Cc3cccs3)Cc3nnnn3CC3CCCO3)c(=O)[nH]c2c1 (configuration not stated)
→ 3.9%	-1.3%	3.3%	0.1%	-13.6%	?	0.0%	-0.3%[57.5 µM]	0.2%	/	-5.9%
CC12CCC3(CO)COC(c4ccccc4O1)C2C3 (configuration not stated)
→ 0.6%	-2.7%	-5.6%	1.1%	-0.7%	-0.4%	0.0%	-2.6%	0.0%	0.7%	-2.3%
c1ccc(C(c2ccccc2)N2CC3(CCNCC3)C2)cc1
→ 2.6%	-5.8%	2.6%	0.6%	3.6%	-7.8%	-4.5%[9.22 µM]	-2.8%	-1.4%	81.4%[activator]	-9.8%

# Among those listed so far, 2 contain two or more sulfur atoms:
# Every second line gives: ALOX15 inhib	DNA Pol III inh	Ub-GFP proteasome	BRCT inh red	HADH2 inh	CRE-bla Fsk	Epigenetic mod	HBB splice mod	BRCT PPI green	USP2a inh	Hsp90 Hop PPI
COc1ccc(S(=O)(=O)N2Cc3ccccc3CC2C(=O)Nc2nccs2)cc1OC (configuration not stated)
→ -4.8%	-2.3%	2.0%	-0.8%	-1.8%	-7.1%	3.2%	2.4%	-0.7%	42.1%[activator]	-5.0%
c1ccc(CSc2nnc(-c3cccs3)n2Cc2ccco2)cc1
→ -5.6%	0.6%	-0.7%	0.2%	5.0%	5.7%	2.2%	-4.9%[0.369 µM]	1.8%	27.1%	-1.9%

# Source: PubChem
